NPYLR7 agonist: agonists of mosquito NPYLR7 receptor, primary screen, cell-based, Aedes aegypti, calcium fluorescence, mosquito biting behavior | HEK293T NPYLR7/Galpha15, GCaMP6s calcium fluorescence | activation, % at 10 µM | 0.15% of 270,000 active; in the data active = activation above about 40%;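 note: 0% = vehicle and 100% = reference agonist at the receptor; some compounds past the cut are filed as inactive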
mcGAS inh: cyclic GMP-AMP synthase inhibitors, mouse, primary biochemical chemiluminescence. Q8C6L5. recombinant cGAS, Kinase-Glo ATP depletion luminescence. inhibition, % at 12.5 µM. 0.15% of 160,000 active. AID 1259399, 2018;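 note: 0% = negative control wells and 100% = reference inhibitor with no enzyme activity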
hcGAS lum: Primary biochemical luminescence assay for human cyclic GMP-AMP synthase inhibitors | Q8N884 | recombinant h-cGAS, ATP depletion, Kinase-Glo luminescence | inhibition, % at 12.5 µM | 0.081% of 290,000 active | AID 1259398, 2018;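 note: 0% = vehicle reaction and 100% = reaction without DNA for no activity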
Target sequence (Q8N884 whole entry, looked up): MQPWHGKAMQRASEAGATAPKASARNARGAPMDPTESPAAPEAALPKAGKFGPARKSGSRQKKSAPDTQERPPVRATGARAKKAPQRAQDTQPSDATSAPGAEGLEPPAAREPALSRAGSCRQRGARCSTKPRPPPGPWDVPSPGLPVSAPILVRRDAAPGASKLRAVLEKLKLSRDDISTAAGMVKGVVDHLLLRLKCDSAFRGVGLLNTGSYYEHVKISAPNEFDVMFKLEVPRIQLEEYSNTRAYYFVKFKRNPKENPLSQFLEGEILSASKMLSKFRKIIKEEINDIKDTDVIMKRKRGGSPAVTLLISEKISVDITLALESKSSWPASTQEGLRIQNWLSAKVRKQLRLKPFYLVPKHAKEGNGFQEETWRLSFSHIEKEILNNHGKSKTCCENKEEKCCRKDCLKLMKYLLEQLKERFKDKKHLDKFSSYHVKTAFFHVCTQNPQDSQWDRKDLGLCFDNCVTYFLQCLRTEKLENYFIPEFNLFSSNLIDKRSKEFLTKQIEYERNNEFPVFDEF
* = called active by the depositor; & = joins results of further samples. Cut-off read from the data, not from the text of the source, unless noted: active = inhibition above about 40%; inactive = the rest.

O=C(CSc1nc(=O)n(Cc2ccncc2)c2c1CCC2)NC1CCCCC1 was read as NPYLR7 agonist 1.6, mcGAS inh -8.9 and hcGAS lum -2.6.
CCS(=O)(=O)c1ccc2oc(-c3ccccc3OS(=O)(=O)c3ccc(F)cc3)nc2c1 was read as NPYLR7 agonist 7.0, mcGAS inh -3.6 and hcGAS lum -6.7.
For Cc1ccc(Cc2nsc(N(CCC(=O)N3CCN(Cc4ccc5c(c4)OCO5)CC3)C(C)C)n2)cc1 the results were mcGAS inh -1.0 and hcGAS lum 2.1.
Screening CCOC(=O)c1nn(-c2ccccc2)c(=O)cc1N1CCN(c2ccc(F)c(Cl)c2)CC1 returned NPYLR7 agonist 6.9 and hcGAS lum -1.5.
For CC(=O)c1[nH]c(C)c(C(=O)N(Cc2ccsc2)CC2CCCO2)c1C (centres undefined) the results were NPYLR7 agonist 0.5, mcGAS inh -6.7 and hcGAS lum -2.8.
CCN(CCCc1ccccc1)CCCc1ccccc1 was read as NPYLR7 agonist -6.4&-5.0&-0.9, mcGAS inh -6.1 and hcGAS lum 3.6&-2.4&-5.2.
N=C1c2ccccc2CN1c1ccc(OC(F)(F)C(F)F)cc1 was read as NPYLR7 agonist -0.6 and hcGAS lum -6.3.
For COc1ccc(-c2ccc3nnc(SC)n3n2)cc1 the results were NPYLR7 agonist -16.0, mcGAS inh -10.9 and hcGAS lum -15.5.
`CCCCn1nc(C)c(C(=O)N2CCC(C(N)=O)C2)c1Cl` (centres undefined) gave NPYLR7 agonist 4.0 and hcGAS lum -1.7.
`COc1ccc(N2CCN(C(=O)C3CC=CCC3C(=O)NCc3ccc(OC)cc3OC)CC2)cc1` (centres undefined) gave NPYLR7 agonist -9.9 and hcGAS lum 2.0.
`Cc1cccn2c(CNC(=O)C(C)n3ccnc3C(C)C)cnc12` (centres undefined) gave NPYLR7 agonist -1.2 and hcGAS lum -5.2.
`CC(C)(C)OC(=O)N(Cc1ccc(Br)cc1F)C1CCC(C(=O)N2CCOC(COCc3ccccc3F)C2)CC1` (centres undefined) gave NPYLR7 agonist 2.6, mcGAS inh -6.5 and hcGAS lum -4.9.
Screening CCc1ccc(Nc2ncnc3c2nnn3CC)cc1 returned NPYLR7 agonist 6.2, mcGAS inh -7.7 and hcGAS lum -4.0.
O=C1CCC(=O)N1OCc1ccc(F)cc1 was read as NPYLR7 agonist -3.5 and hcGAS lum -7.7.
c1nnc2n1CCN(CC1CCCCC1)C2 was read as mcGAS inh -3.5 and hcGAS lum -18.2.
Screening Cc1ccc(S(=O)(=O)Nc2ccc(Cl)cc2)cc1C returned NPYLR7 agonist 2.6 and hcGAS lum -0.5.
For Cc1cccc(/C=C(/C(=O)N2CCN(C(=O)C3CC3)CC2)c2cccs2)c1 the results were NPYLR7 agonist -4.7 and hcGAS lum -11.5.
For Cn1c(=NC(=O)c2ccc([N+](=O)[O-])s2)sc2cc(Br)ccc21 the results were NPYLR7 agonist 3.4, mcGAS inh -4.8 and hcGAS lum -4.9.
For COc1cc(N2CCCC(N(C)CCc3ccccc3)C2)ncn1 (centres undefined) the results were NPYLR7 agonist 4.7, mcGAS inh -9.5 and hcGAS lum -5.0.
Cc1ccn2c(NC(=O)CC(C)(C)C)c(-c3cccc(Cl)c3)nc2c1 was read as NPYLR7 agonist -4.9, mcGAS inh -4.8 and hcGAS lum -0.7.

Filtered by structure, the entries above with a tert-butyl group
`CC(C)(C)OC(=O)N(Cc1ccc(Br)cc1F)C1CCC(C(=O)N2CCOC(COCc3ccccc3F)C2)CC1` (centres undefined) gave NPYLR7 agonist 2.6, mcGAS inh -6.5 and hcGAS lum -4.9.
Cc1ccn2c(NC(=O)CC(C)(C)C)c(-c3cccc(Cl)c3)nc2c1 was read as NPYLR7 agonist -4.9, mcGAS inh -4.8 and hcGAS lum -0.7.

The results go on.
Cc1nc(C)c(-c2ccc(SCc3c(F)cccc3Cl)nn2)s1 was read as NPYLR7 agonist 1.9, mcGAS inh -6.3 and hcGAS lum -3.0.
Cc1ccn2c(NC(=O)Cc3ccccc3)c(-c3cc(F)ccc3F)nc2c1 was read as NPYLR7 agonist -5.1, mcGAS inh -6.2 and hcGAS lum -7.1.
Screening O=C(c1noc2c1CCCC2)N1CCCC(Nc2ccc3c(c2)OCO3)C1 (centres undefined) returned NPYLR7 agonist -1.0 and hcGAS lum -3.1.
NC(=O)c1ccc(CNC2CCN(c3cccc(Cl)c3)C2)cc1 (centres undefined) was read as NPYLR7 agonist -1.4, mcGAS inh -7.7 and hcGAS lum -2.0.
CCCc1nc(N2CCCN(C(=O)Nc3ccc(SC)cc3)CC2)c2c(C)nn(-c3ccccc3)c2n1 was read as NPYLR7 agonist -5.7, mcGAS inh -0.8 and hcGAS lum 2.1.
Screening CCCC(C)n1nccc1NC(=O)N(C)C1CCSCC1 (centres undefined) returned mcGAS inh -0.7 and hcGAS lum 4.5.
`CCc1nc(-c2nccn2C2CCN(Cc3ccccc3)CC2)c(C)[nH]1` gave NPYLR7 agonist 5.2 and hcGAS lum -5.3.
Screening Cc1nsc(N2CCN(c3ccc(C(=O)NCCO)nn3)CC2)n1 returned NPYLR7 agonist -1.2 and hcGAS lum 3.7.
Cc1c(NCc2cccnc2)cccc1C(=O)N1CCCC2(CCNC2)C1 (centres undefined) was read as NPYLR7 agonist 6.4, mcGAS inh -14.8 and hcGAS lum -7.0.
Screening CCc1c(C#N)c(N)nc(SCC(=O)OCc2ccccc2)c1C#N returned NPYLR7 agonist -1.0 and hcGAS lum -6.0.
For Cc1cc(Cn2ccnc2-c2ccc3ccccc3n2)on1 the results were NPYLR7 agonist -3.8, mcGAS inh -13.3 and hcGAS lum -10.0.
For Cc1ccc(-n2c(C(C)N(C)C(=O)Nc3cc(C(F)(F)F)cc(C(F)(F)F)c3)nc3ccccc3c2=O)cc1C (centres undefined) the results were mcGAS inh -6.0 and hcGAS lum -8.0.
For CCc1nc2ccc(C(=O)NCCc3c[nH]c4ccccc34)cn2c1N(C)Cc1ccc(Cl)cc1 the results were NPYLR7 agonist 9.1, mcGAS inh -3.9 and hcGAS lum -3.1.
Screening Cn1ccc(NC(=O)c2sccc2S(=O)(=O)N2CCCC2)n1 returned NPYLR7 agonist 12.1, mcGAS inh -6.6 and hcGAS lum -3.9.
COC(=O)c1sc(NS(=O)(=O)c2cc(C)ccc2C)cc1C was read as NPYLR7 agonist 2.1 and hcGAS lum -2.0.
COc1ccc(-n2c(-c3ccccc3)c[n+]3c2CCc2ccccc2-3)cc1 was read as NPYLR7 agonist 2.7, mcGAS inh 0.6 and hcGAS lum 0.9.
`COc1ccc(C2CC(c3ccc4ccccc4c3)=NN2C(=O)CN2CCC(OC)CC2)cc1` (centres undefined) gave NPYLR7 agonist 13.7 and hcGAS lum -1.8.
For Cc1ccc2c(c1)c(CNC(=O)c1occc1C)nn2C the results were NPYLR7 agonist -0.5 and hcGAS lum -4.8.
CCC1C2=C(CC(C)(C)CC2=O)N=C(SCC(N)=O)C1C#N (centres undefined) was read as NPYLR7 agonist -4.3 and hcGAS lum -3.5.
For CCc1ccc(OCC(=O)Nn2cnc3scc(-c4ccco4)c3c2=O)cc1 the results were NPYLR7 agonist 0.4, mcGAS inh -5.6 and hcGAS lum -6.7.
O=C(O)[C@@H]1C[C@@H](c2ccccc2)CC[C@H]1C(=O)c1ccccc1 was read as NPYLR7 agonist 0.7, mcGAS inh -2.7 and hcGAS lum 3.0.
`S=C(Nc1ccc(N2CCOCC2)cc1)NC1CCCCC1` gave NPYLR7 agonist 1.3 and hcGAS lum -11.7.
`CN1CCC=C(CCNC(=O)COc2ccccc2)C1` gave NPYLR7 agonist 6.5, mcGAS inh -11.2 and hcGAS lum -3.5.
Screening O=C(NC1CCCC1)N1CCN(C(c2ccccc2)c2ccc(Cl)cc2)CC1 (centres undefined) returned NPYLR7 agonist 2.3, mcGAS inh -4.4 and hcGAS lum -0.6.
Screening CC1(C)Nc2cc(Cl)ccc2CO1 returned NPYLR7 agonist 7.3 and hcGAS lum 2.2.
`COc1cc(C(=O)N2CCC(CCc3ccc(-c4ccccc4)cc3)CC2)cc(OC)c1OC` gave NPYLR7 agonist 26.7, mcGAS inh -5.5 and hcGAS lum -4.4.
Screening C=CCNC(=O)N1[C@@H](c2ccccc2)[C@@H](CO)C[C@]12CCCCN(CCO)C2=O returned NPYLR7 agonist -1.8, mcGAS inh -9.8 and hcGAS lum -5.4.
`CCc1cccc(N2C(=O)CSC2c2cccc(NC(=O)C(CC)c3ccccc3)c2)c1` (centres undefined) gave NPYLR7 agonist -6.0, mcGAS inh -10.2 and hcGAS lum -4.6.
Cc1ccc(Nc2nc(NCc3ccc4c(c3)OCO4)nc3nccnc23)cc1C was read as NPYLR7 agonist 1.7 and hcGAS lum -2.3.
For CCC(C(=O)N(C)Cc1nc(C2CC2)no1)n1cc(C(C)=O)c2ccccc21 (centres undefined) the results were NPYLR7 agonist 9.4, mcGAS inh -15.5 and hcGAS lum -2.9.
For COc1ccc2nc(NC(=O)/C=C/c3ccccc3OC)sc2c1 the results were NPYLR7 agonist -2.2, mcGAS inh -4.8 and hcGAS lum -6.6.
Screening CCC(C)C(NC(=O)Nc1ccc(F)c(F)c1)C(=O)Nc1nnc(-c2ccc(Br)cc2)s1 (centres undefined) returned NPYLR7 agonist 12.2, mcGAS inh -7.4 and hcGAS lum -7.5.
`Cc1ccc(/C=C2/SC(=S)N(CC(=O)O)C2=O)c(C)c1` gave NPYLR7 agonist -6.3, mcGAS inh -3.7 and hcGAS lum -7.5.
CC1CN(c2cc(Cl)nc(SCC(=O)N3CCN(Cc4ccccc4)CC3)n2)CCN1C(=O)C1CC1 (centres undefined) was read as NPYLR7 agonist -7.6, mcGAS inh -2.6 and hcGAS lum -3.8.
`CCc1c(C)nn(CCNC(=O)c2cnn3ccn(C)c23)c1C` gave NPYLR7 agonist 10.0 and hcGAS lum -6.0.
`O=C1CC(N2CCN(C/C=C\c3ccccc3)CC2)C(=O)N1CCc1ccccc1` (centres undefined) gave NPYLR7 agonist 1.9 and hcGAS lum -4.3.
Screening O=C(CSc1ncnc2sc3c(c12)CCC3)Nc1ccc(Cl)cc1 returned NPYLR7 agonist -5.1, mcGAS inh -0.6 and hcGAS lum -0.7.
For Cc1cc(=O)[nH]c(-n2nc(C)cc2NC(=O)Cc2cccc3ccccc23)n1 the results were NPYLR7 agonist 5.8, mcGAS inh -4.6 and hcGAS lum 0.9.
Cc1n(Cc2cccc(Cl)c2)cc[n+]1C was read as NPYLR7 agonist -11.8, mcGAS inh -2.6 and hcGAS lum 1.1.
COCC(O)CN(Cc1ccccc1)Cc1c(C)nn(-c2ccccc2)c1Oc1ccccc1F (centres undefined) was read as NPYLR7 agonist -1.6, mcGAS inh -5.7 and hcGAS lum -7.1.

Ordered by SMILES length (ascending): 5 of the compounds above
CCN(CCCc1ccccc1)CCCc1ccccc1 was read as NPYLR7 agonist -6.4&-5.0&-0.9, mcGAS inh -6.1 and hcGAS lum 3.6&-2.4&-5.2.
Screening CCc1c(C#N)c(N)nc(SCC(=O)OCc2ccccc2)c1C#N returned NPYLR7 agonist -1.0 and hcGAS lum -6.0.
Cc1c(NCc2cccnc2)cccc1C(=O)N1CCCC2(CCNC2)C1 (centres undefined) was read as NPYLR7 agonist 6.4, mcGAS inh -14.8 and hcGAS lum -7.0.
Screening O=C(c1noc2c1CCCC2)N1CCCC(Nc2ccc3c(c2)OCO3)C1 (centres undefined) returned NPYLR7 agonist -1.0 and hcGAS lum -3.1.
CCS(=O)(=O)c1ccc2oc(-c3ccccc3OS(=O)(=O)c3ccc(F)cc3)nc2c1 was read as NPYLR7 agonist 7.0, mcGAS inh -3.6 and hcGAS lum -6.7.

Following part
Screening O=C(c1ccc(-n2ccnc2)cc1)N1CCc2[nH]nc(-c3ccccc3)c2C1 returned NPYLR7 agonist 0.0 and hcGAS lum -9.3.
`Cc1cccc(Oc2cnn(C)c(=O)c2Nc2ccc(C(=O)N3CCCC3)cc2)c1C` gave NPYLR7 agonist 4.5, mcGAS inh -7.0 and hcGAS lum -8.2.
Screening O=C(NC1CCCc2c1cnn2-c1ccc(F)cc1F)c1ccccc1N1CCOCC1 (centres undefined) returned NPYLR7 agonist 4.8 and hcGAS lum -4.1.
For Cc1onc(-c2c(Cl)cccc2Cl)c1COC(=O)CN1CCC2(CC1)CC(=O)c1ccc(OCc3ccccc3)c(C)c1O2 the results were NPYLR7 agonist -12.4, mcGAS inh -3.7 and hcGAS lum -5.3.
Screening CCOc1ccc(NC(=O)N(CCCOC)CC(=O)N(Cc2ccc(F)cc2)Cc2cccs2)cc1 returned NPYLR7 agonist 16.5, mcGAS inh -3.7 and hcGAS lum -6.2.
For CCCc1c(C)nn(-c2ccc(C(=O)NN(C)c3ccccc3)cc2)c1C the results were NPYLR7 agonist 1.6, mcGAS inh -5.5 and hcGAS lum -8.7.
`COc1ccc2[nH]c(CN3CCC(CCC(=O)NCC4CCCO4)CC3)c(C)c2c1` (centres undefined) gave NPYLR7 agonist 10.3 and hcGAS lum -5.8.
For CCOC(=O)c1nn(-c2ccc(F)cc2)c(=O)cc1NC(=O)c1ccc(Br)o1 the results were mcGAS inh -6.1 and hcGAS lum -4.2.
For Cc1ccc(CNC(=O)Cc2n[nH]c(=O)c3ccccc23)cc1 the results were NPYLR7 agonist 7.5 and hcGAS lum -6.9.
`O=C(O)C1CCCNC1` (centres undefined) gave NPYLR7 agonist 14.7&-6.2&4.0, mcGAS inh -5.8&-2.5&-2.0 and hcGAS lum -4.5&-1.5&-1.2.
For CC(C)OC(C(=O)c1ccccc1)c1ccccc1 (centres undefined) the results were NPYLR7 agonist 0.8, mcGAS inh -6.7 and hcGAS lum -19.4.
For O=C(Cn1ccc(=O)c2ccccc21)NCc1cc(-c2ccccc2)on1 the results were NPYLR7 agonist 0.6, mcGAS inh -0.5 and hcGAS lum 1.9.

Screening results as filed in PubChem.

Compounds as they come. About 0.27% of those tested had a hit in this group.
